# Screening results from PubChem BioAssay.
# F508del corr: CFTR F508del correction in bronchial cells | activity (quench increase), % at 7.58 µM | AID 720511 | 350,000 tested, 0.36% active | CFBE cells, YFP halide quenching; stimulated with forskolin plus potentiator P3; % fluorescence drop versus neutral controls;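 active means mean added fluorescence quench of at least 8% versus neutral control, with both replicates also reaching 8%; inconclusive means only one of the mean or replicate conditions met; inactive means mean below 8% and not both replicates reaching 8%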;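 further: cells transiently co-express mutant CFTR-F508del with the halide-sensitive YFP; corrector assay measuring rescue of mutant channel to the surface after 24 h compound exposure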
# GSIS activator: primary screen for activators of insulin secretion dependent on glucose, INS-1E cells, GLuc reporter luminescence; INS-1E GLuc reporter insulin secretion, 2-3 h; activation, % at 16.6 µM; 370,000 tested, 0.61% active; AID 743287;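 active means lowest replicate activation of at least 40%, so every replicate reaches that level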;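 further: 0% = median of neutral control wells and 100% = median of IBMX positive control wells; some compounds called inactive have numbers as strong as hits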
# RAD52 inh: inhibitors of human RAD52 DNA annealing. P43351. recombinant RAD52 DNA annealing, FRET fluorescence. inhibition, % at 18.7 µM. 360,000 tested, 0.46% active;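 active means every replicate showing at least 50% inhibition; inconclusive means mean inhibition at least 50% but not in every replicate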
# CASP6 VEID inh: caspase-6 (human) enzyme inhibition. P55212. purified caspase-6, Z-VEID-R110 cleavage fluorescence. inhibition, % at 12.5 µM. 350,000 tested, 0.53% active. AID 686996;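 active means mean inhibition across replicates at least about 35%, with every replicate also reaching that limit, limit read from the data; inconclusive means only one of the two criteria met; inactive means neither criterion met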;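 further: 0% = median of neutral control wells and 100% = no fluorescence left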
# RAD54 inh: inhibitors of human RAD54 branch migration. AID 602329. RAD54 Holliday junction branch migration, FAM/BHQ fluorescence. 360,000 tested, 0.14% active. inhibition, % at 10.4 µM;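 active means mean normalized replicate activity at least 40 and at least half of replicates scoring 40 or more; inconclusive means only one of the two criteria met; inactive means mean below 40 and under half of replicates reaching 40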;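 further: 0% = median of neutral control wells and 100% = median of positive control wells; inhibitors cause a drop in the FAM fluorescence signal; in these data hits start at about 50%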
# Target sequence (Q92698 whole entry, looked up): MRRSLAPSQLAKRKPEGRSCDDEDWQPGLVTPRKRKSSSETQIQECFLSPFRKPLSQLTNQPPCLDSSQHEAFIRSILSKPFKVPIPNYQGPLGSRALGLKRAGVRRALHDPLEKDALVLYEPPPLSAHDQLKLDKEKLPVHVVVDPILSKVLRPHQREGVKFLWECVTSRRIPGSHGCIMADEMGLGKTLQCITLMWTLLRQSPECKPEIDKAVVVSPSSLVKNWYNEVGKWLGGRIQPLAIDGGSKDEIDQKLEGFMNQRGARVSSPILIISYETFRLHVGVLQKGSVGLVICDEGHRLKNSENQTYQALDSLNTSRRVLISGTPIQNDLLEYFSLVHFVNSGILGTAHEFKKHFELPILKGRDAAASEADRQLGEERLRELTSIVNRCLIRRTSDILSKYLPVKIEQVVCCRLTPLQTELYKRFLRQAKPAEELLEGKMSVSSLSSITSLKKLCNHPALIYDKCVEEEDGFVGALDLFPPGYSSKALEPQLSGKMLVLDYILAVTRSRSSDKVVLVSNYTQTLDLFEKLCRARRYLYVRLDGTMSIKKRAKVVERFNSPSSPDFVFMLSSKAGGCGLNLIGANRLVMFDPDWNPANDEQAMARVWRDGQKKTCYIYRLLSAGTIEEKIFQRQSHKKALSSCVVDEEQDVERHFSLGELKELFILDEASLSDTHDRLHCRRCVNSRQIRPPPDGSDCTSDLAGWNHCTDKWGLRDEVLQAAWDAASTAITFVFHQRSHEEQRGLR
# E-selectin induc: induces E-selectin expression in human endothelial cells; HUVEC E-selectin immunofluorescence imaging; normalized: neutral wells 0, TNF-alpha wells 100; activation, % at 7.58 µM; AID 686992; P16581; 260,000 tested, 0.37% active;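 active means mean E-selectin-positive cell signal at least 10% of the positive control, reached in at least 60% of replicates, without over 20% cell loss; inconclusive means no rule given, readout overlaps actives, possibly toxicity-flagged; inactive means the rest, including those meeting only one limit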;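 further: in these data hits start at about 27%; measured in HUVEC primary endothelial cells; signal is the percent of cells scored E-selectin positive by PE staining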
#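 Test system: HUVEC; input: 3,000 HUVEC/well; measured by: immunofluorescence imaging; read-out: % PE-positive cells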
# DENV2 CPE rescue: protects cells from dengue virus 2 cytopathic effect; DENV2-infected cells, cytopathic effect rescue, plate reader; CPE inhibition, % at 9.99 µM; 350,000 tested, 1.7% active; AID 651640; in the data active means CPE inhibition above about 20%, passing the limit was not always enough; inconclusive means no clear call, values can overlap the other calls; tested in BHK-21 cells;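 further: 0% = median of neutral control wells and 100% = median of positive control wells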
# XiGFP reactiv: activators of X-chromosome reactivation in mouse fibroblasts; activation, % at 7.58 µM; XiGFP mouse fibroblasts, % GFP-positive cells imaging, 3 d; cells co-treated with 5-aza-dC sensitizer; scaled so ellipticine positive control = 100%; 360,000 tested, 0.055% active;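 active means mean normalized replicate activation at least 10% and every replicate at or above 10%; inconclusive means only one of the two criteria met; inactive means mean below 10% and not all replicates reach 10%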;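 further: 0% = median of on-plate neutral control wells and 100% = ellipticine 6 µM median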
#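 Material: XiGFP fibroblasts, SV40-immortalized. Buffer or medium: DMEM plus 5-aza-dC sensitizer. Compound: single concentration per compound, delivered by pin transfer. Times: 3 days compound exposure. Controls: ellipticine 6 µM.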
# * marks the source's active call; other numbers are inactive results; ? = inconclusive; nt = not tested or not shown.
Molecule	F508del corr	XiGFP reactiv	CASP6 VEID inh	RAD52 inh	E-selectin induc	GSIS activator	RAD54 inh	DENV2 CPE rescue
CC(=O)Nc1nc(NCc2ccccc2Cl)n(-c2ccccc2)n1	0.6	0.1	-1	6	0.2	77*	0	3
c1ccc(COc2cccc(CNCc3ccccn3)c2)cc1	-5.3	0.0	1	-12	-0.2	19	nt	11
CCCCn1c(N)c(N(CCOC)C(=O)c2cc(-c3ccco3)nc3ccccc23)c(=O)[nH]c1=O	-0.1	0.0	61*	-23	-0.2	11	-1	5
C[C@H](CO)N1C[C@H](C)[C@H](CN(C)Cc2ccc(Cl)c(Cl)c2)Oc2ccc(NC(=O)NC3CCCCC3)cc2C1=O	-1.8	-1.0	8	-4	0.8	-7	3	7
Cc1ccc(NC(=O)O/N=C/c2c(C)nn(C(C)(C)C)c2C)cc1Cl	0.0	-0.1	-1	1	0.1	-7	-6	5
COc1ccc(NC(=O)Nc2ccc3c(c2)CC(=O)N([C@H](C)CO)C[C@@H](C)[C@@H](CN(C)Cc2ccc(Oc4ccccc4)cc2)O3)cc1	-1.8	-1.3	1	28	7.3	2	4	3
CS(=O)(=O)NCC(c1cccnc1)N1CCN(c2ccccc2F)CC1 (stereo not drawn)	-1.5	0.0	0	-8	1.3	5	nt	3
Cc1c(Cl)cccc1NC(=O)CC(Cc1ccccc1)C(=O)O (stereo not drawn)	0.1	0.0	-3	-5	0.0	-2	4	?
O=C(Nc1ccc2c(c1)OCO2)c1cnc(Cl)c(Cl)c1	1.1	0.0	-1	-14	0.9	4	-1	4
CC(C)Cn1nc(NC(=O)c2ccco2)c2cc3ccccc3nc21	2.4	0.2	-3	-54	nt	74*	nt	5
COCC(=O)Nc1ccc(S(=O)(=O)Nc2nccs2)cc1	0.3	0.0	0	-12	nt	13	-8	-3
COC(=O)c1ccc(CNC(=O)COC(=O)C23CC4CC(CC(C4)C2)C3)cc1	nt	-0.6	9	8	-2.4	-4	8	-3
CC1CCN(Cc2cc(=O)oc3ccc4ccccc4c23)CC1	-0.3	-0.1	2	-20	-0.1	11	nt	-1
O=C(NCCc1ccc(Cl)cc1)C1CC(=O)N(C2CCCC2)C1 (stereo not drawn)	-0.1	0.1	2	2	nt	-1	-7	18
O=C(O)/C=C/c1ccc(S(=O)(=O)NCc2cccnc2)cc1	-0.7	-0.1	1	-9	-0.1	6	0	0
O=C(Nc1ccccc1F)N[C@H]1C=C[C@H](CC(=O)N2CCCCC2)O[C@H]1CO	0.0	1.5	-2	1	0.0	-6	-20	-2
O=C(O)CC(c1ccccc1)N1C(=O)c2cccc([N+](=O)[O-])c2C1=O (stereo not drawn)	-0.1	0.0	1	-1	nt	nt	7	-2
CCN(CC(=O)NCc1cccs1)C(=O)CCC(=O)c1ccc(F)cc1	3.6	0.5	4	-10	-0.2	21	nt	0
O=C(NCc1ccccc1F)[C@H]1N[C@H]2c3ccc(-c4ccccc4F)c(=O)n3C[C@H]2[C@@H]1CO	-3.4	0.2	-1	-36	-0.1	-2	10	82*
CC(C)C(=O)Nc1nnc(SCC(=O)NCC2CCCO2)s1 (stereo not drawn)	-7.3	0.1	-2	-12	0.3	8	nt	-1
Cc1ccccc1N1CCN(S(=O)(=O)c2nnc(NC(=O)CC(C)C)s2)CC1	1.5	-0.1	0	-13	nt	0	0	-4
COc1ccc2nc(NC(=O)CSc3n[nH]c(N)n3)sc2c1	-3.4	0.0	4	-15	0.3	-4	nt	-2
O=C(NCCc1ccccc1)C1=CCN(S(=O)(=O)c2ccccc2)CC1	5.7	0.0	3	-6	nt	7	2	-1
CCOC(=O)c1ccccc1OC(=O)CS(=O)c1ccccc1[N+](=O)[O-] (stereo not drawn)	-2.7	0.0	0	-3	nt	-8	nt	-5
CC(C)C(NC(=O)c1ccccc1F)C(=O)NCCc1ccccn1 (stereo not drawn)	3.5	0.0	5	-5	-1.0	5	0	0
O=C1C=C(c2ccc3[nH]ccc3c2)C[C@@H](c2ccc(F)cc2)C1	2.8	0.0	3	-21	0.0	9	16	?
COc1ccc(/C=N/NC(=O)c2c(C)nnn2-c2nonc2N)cc1OC	-1.3	0.0	0	-8	nt	6	nt	-2
O=C(COC(=O)C1CC1)Nc1ccc(S(=O)(=O)N2CCOCC2)cc1	0.8	0.0	0	-22	0.0	11	-5	-7
COC(CNC(=O)c1cc(-c2ccncc2)nc2ccc(S(=O)(=O)N3CCOCC3)cc12)OC	1.4	0.0	-1	-10	nt	0	nt	-5
CSc1ccc(CCNC(=O)c2ccc(CS(=O)Cc3ccc(Cl)cc3)o2)cc1 (stereo not drawn)	2.4	0.3	0	-23	nt	4	-5	2
O=C(O)c1ccc(NC(=O)c2cn(-c3ccccc3)nc2-c2ccccc2)cc1	-0.5	0.4	0	-14	nt	-21	nt	-8
COc1ccc(NC(=O)Nc2nc3ccccc3s2)cc1	1.4	0.3	0	-15	21	-5	nt	-3
CC1=C(C(=O)N(C)C)CC(CC(=O)NCCc2ccccn2)C(=O)N1Cc1ccccc1 (stereo not drawn)	-1.6	-0.1	-2	-10	3.5	15	-11	-5
CCC(=O)Nc1ccc2c(c1)C(=O)N(C)[C@H]1CC[C@H](CC(=O)NCCCN(C)C)O[C@H]1CO2	-1.3	0.2	-3	1	0.0	0	8	11
CCn1c(=O)c2sccc2n2c(CCCC(=O)NC3CCN(Cc4ccccc4)CC3)nnc12	1.2	0.2	0	-2	nt	42	-8	7
Nc1ccc(C=C2C=Cc3ccccc32)cc1	1.9	0.3	1	-20	0.1	nt	-3	5
Cn1c(=O)c2c(ncn2CC(=O)Nc2cccc(S(=O)(=O)Nc3ccccc3F)c2)n(C)c1=O	-1.8	0.0	7	-8	-0.1	-5	-3	-3
O=C(NCCCn1ccnc1)/C(=C\c1ccc(Br)cc1)NC(=O)c1ccccc1	-2.5	0.0	-2	-3	nt	16	12	16
C=CCC[C@H](Cc1ccc(F)cc1)C(=O)OC[C@H](C)NC(=O)[C@@H](CC=C)CC(=O)N[C@H](CO)Cc1ccccc1	1.0	0.1	-2	-25	-0.2	2	10	-20
CC(C)[C@H](NC(=O)N1CCn2c1nc1ccccc12)C(=O)NCCc1ccccc1	2.0	0.0	4	-9	-0.3	-43	nt	5
CC(C)NC(=O)Nc1ccc2c(c1)C(=O)N([C@H](C)CO)C[C@H](C)[C@H](CN(C)S(C)(=O)=O)OCCCC[C@H](C)O2	0.0	0.0	0	15	nt	27	4	-2
COc1ccc(C(=O)NNC(=O)C(=O)NC2CCCCC2)cc1	-2.0	0.1	4	0	nt	4	-19	?
CN(C)CCCN(C(=O)c1ccc(S(=O)(=O)N2CCc3ccccc32)cc1)c1nc2c(Cl)cccc2s1	1.9	0.1	-5	-8	-0.1	-37	1	6
CC(C)(C)OC(=O)NCCCCCC(=O)N/N=C/c1coc2ccccc2c1=O	-2.3	0.0	1	-1	-0.1	-17	nt	4
C[C@@H]1CCCCO[C@@H](CN(C)Cc2ccc(C(=O)O)cc2)[C@H](C)CN([C@@H](C)CO)C(=O)c2cc(NC(=O)CCC(F)(F)F)ccc2O1	-1.0	0.2	2	-2	-0.6	20	3	4
C[C@H]1CN([C@@H](C)CO)S(=O)(=O)c2ccc(-c3ccncc3)cc2O[C@@H]1CN(C)C(=O)C1CCCCC1	0.2	1.1	nt	nt	-0.2	-12	nt	nt
Cc1cc2sc3nc(=O)n(-c4ccccc4)c(=O)n3c2cc1C	-3.2	0.0	5	-15	nt	5	nt	3
C[C@H](CO)N1C[C@H](C)[C@H](CN(C)CC2CCOCC2)Oc2cc(C#CC3CC3)ccc2S1(=O)=O	-0.1	-0.2	0	18	0.4	-6	2	22*
C[C@@H]1CCCCO[C@@H](CN(C)S(C)(=O)=O)[C@@H](C)CN([C@@H](C)CO)C(=O)c2cc(NC(=O)CCC(F)(F)F)ccc2O1	0.2	0.3	3	1	-0.2	2	-7	8
CCCCN(C(=O)c1ccc2c(c1)OCCO2)c1c(N)n(CCCC)c(=O)[nH]c1=O	-0.5	0.0	4	0	5.9	7	-9	-4
CCc1cc2cc(C)c(C)cc2nc1SCC(=O)NNC(=O)c1ccco1	-1.9	nt	3	15	nt	-9	nt	?
COCC(=O)N1CC(=O)N2[C@H](CO)[C@H](c3ccc(C#Cc4cccc(OC)c4)cc3)[C@H]2C1	0.3	0.0	-2	-9	1.8	-2	nt	2
CCN(c1ccc(NC(=O)COC(=O)C2CCN(c3ccc(C(F)(F)F)cn3)CC2)cc1)C(C)C	3.1	0.0	1	-5	nt	-20	2	-11
C[C@H](CO)N1C[C@H](C)[C@@H](CN(C)S(=O)(=O)c2ccc(Cl)cc2)Oc2ccc(NC(=O)Cc3ccccc3)cc2CC1=O	-2.7	-1.1	-1	18	-26	-9	-1	-7
C[C@@H]1CN([C@H](C)CO)C(=O)c2cc(NC(=O)Nc3ccc4c(c3)OCO4)ccc2O[C@H]1CN(C)Cc1ccc(C(=O)O)cc1	2.2	0.3	-1	-6	-2.5	4	-8	-4
CCCn1nnnc1NCc1ccccc1Cl	1.9	0.0	-3	9	nt	-3	5	0
C[C@H]1CN([C@@H](C)CO)S(=O)(=O)c2ccc(-c3ccccc3)cc2O[C@@H]1CN(C)C(=O)c1ccc2c(c1)OCO2	2.3	-0.7	-1	9	-0.3	-27	0	-1
O=C(Nc1ccc(N2CCCC2=O)cc1)c1cccc(F)c1	0.2	nt	-4	-2	nt	2	nt	6
CNC(=O)[C@@]1(Cc2ccccc2)C=C[C@@H](C)N1C(C)=O	-2.3	0.0	0	-14	-0.1	2	6	-9
